Dynein transport = inhibitors of GR-EGFP nuclear translocation, primary screen, dynein cargo transport inhibitor project, imaging, high-content, 3617.4 mouse cells | test concentration mostly 20 µM; stimulated with dexamethasone, 1 µM; stronger effect = lower value | AID 1381, 2008 | z-score, hits read low | 0.47% of 220,000 active;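 active = plate z-score of nuclear minus cytoplasmic receptor signal below a set negative limit, without overly bright fluorescence or cell loss, cut at about -3.5 in these data, passing the limit was not always enough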;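 also: z-score of nuclear minus cytoplasmic ring GR-EGFP intensity difference per well; some compounds called inactive have numbers as strong as hits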
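medium = tetracycline-free induction medium containing charcoal-stripped FBS | also added = 1.0 µM final dexamethasone stimulus | schedule = 48 h induction, 1 h compound, 30 min dex at 37 °C | technique = fixed, Hoechst-stained cells imaged at 10x for EGFP | measure = GR-EGFP nuclear translocation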
P. falciparum M1AAP = P. falciparum M1AAP inhibitors, biochemical, fluorogenic H-Leu-NHMec substrate, 1536-well (AID 1445); inhibition, % at 30 µM, or IC50 in µM where a hit was titrated; Aminopeptidase N (Plasmodium falciparum (isolate 3D7)); recombinant M1AAP, H-Leu-NHMec fluorogenic kinetic assay; higher % means a stronger effect; 0.42% of 220,000 active;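 active = primary inhibition above the hit cutoff, then over 50% inhibition at one or more dose response concentrations, cut at about 23% in these data, passing the limit was not always enough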;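 also: plate controls were DMSO full reaction for no effect and no enzyme background for full effect; strong numbers were not always called active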
ER stress rescue = rescue of cells from ER stress-induced death, primary screen, 384-well, CSM14.1, thapsigargin, ATP luminescence (AID 1222); CSM14.1 thapsigargin-induced death rescue, ATP luminescence; higher % means a stronger effect; cellular ATP content (survival), % at 20 µM; hits with a dose series show EC50 in µM; 190,000 tested, under 10 active;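 active = EC50 below 50 µM in the dose-response confirmation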;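 also: death triggered by thapsigargin at about 15 µM added after 2 h compound pretreatment; cell ATP read after overnight thapsigargin exposure of roughly 18 to 22 hours; normalized against plate controls of thapsigargin alone and 5% DMSO vehicle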
MT stabilize HCS = microtubule stabilizers in HeLa cells, primary screen, imaging, high-content imaging; HeLa tubulin immunostaining HCS, 24 h; share of cells brighter than vehicle mean+2SD; % tubulin-high responders, % at 10 µM; 0.83% of 200,000 active; AID 2205, 2009;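 active = plate Z-score above 3 for both tubulin-high and condensed-nucleus cell shares, with cell loss under 80%, at 10 µM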;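 also: anti alpha tubulin signal scored within the nucleus-defined area of each cell; some results filed as inactive read as strong as hits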
Ins promoter up = insulin promoter activators in MIN6 cells, imaging, high-content screening, mouse beta cells; MIN6 insulin promoter-GFP reporter; stronger effect = higher value; z-score at 5 µM; 0.3% of 190,000 active;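 active = z-score above 3 at 5 µM with at least 500 cells counted in the well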
Hep lipid drop = inhibitors of hepatocyte lipid droplet formation, primary screen, imaging, high-throughput imaging, BODIPY stain; AML12 mouse hepatocytes, oleate lipid droplets; inhibition, % at 6.5 µM; 0.4% of 240,000 active; AID 1656, 2009;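 active = lipid droplet intensity inhibited by at least 50%, with more than 500 cells counted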
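Assay system: AML12 mouse liver cells | Compound: 6.5 µM single-point dosing | Schedule: Overnight exposure | Technique: Fluorescence imaging, 20x objective, two fields per well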
Yfh1-off respiration = enhancers of respiration in Yfh1-depleted yeast, dose response, Friedreich's ataxia, plus single-dose screen (AID 1465); S. cerevisiae Yfh1-off respiration, WST-1 reduction, 72 h; higher fold induction means a stronger effect; fold induction at 50 µM, or EC50 in µM where a hit was titrated; 0.074% of 220,000 active;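 active = fold induction of absorbance versus untreated yeast above a set limit, then at least 30% activation at any dose in follow-up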;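 also: activators that raise dye reduction in frataxin-depleted yeast; strong numbers were not always called active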
M17LAP inhibition = P. falciparum M17LAP inhibitors, primary screen, biochemical, fluorogenic H-Leu-NHMec substrate, 1536-well (AID 1619). Leucine aminopeptidase (Plasmodium falciparum (isolate 3D7)). inhibition, % at 30 µM; hits with a dose series show IC50 in µM. 0.38% of 220,000 active. recombinant M17LAP, H-Leu-NHMec fluorogenic kinetic assay; higher % means a stronger effect;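 active = compound inhibiting the enzyme by more than half at any dose during confirmatory dose-response retesting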;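 also: plate controls were full reaction with DMSO carrier for no effect and no enzyme background for full effect; strong numbers were not always called active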
Autophagy mod = autophagy modulators in MEF cells, primary screen, imaging, high-content, MEF GFP-LC3; MEF GFP-LC3 puncta imaging; test concentration mostly 10 µM; calls only at 10 µM (by protocol); 0.98% of 190,000 active;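 active = percentage of spot-positive cells more than 3 SD above its plate mean, without a fluorescence outlier flag or 80% toxicity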;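 also: spot-positive cell cutoff set from DMSO-treated cells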
Dynein transport cytoplasmic EGFP = second read-out of Dynein transport, no call of its own (marks repeat the call); z-score; measured here: cytoplasmic GR-EGFP intensity; stronger effect = higher value
Dynein transport nuclear GR-EGFP = further read-out of Dynein transport, marked with its call; z-score; measured here: nuclear GR-EGFP intensity;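 lower value marks the stronger effect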
Dynein transport cell count = second read-out of Dynein transport, no call of its own (marks repeat the call); z-score; measured here: cell count per field
Ins promoter up cell count = further read-out of Ins promoter up, marked with its call; cell count; measured here: cytotoxicity, nuclei count;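 total cells summed across four imaged fields per well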
Hep lipid drop cells 6.5 µM = also measured in Hep lipid drop; calls as there; cell count; measured here: cell count, cytotoxicity flag;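 cells counted across two imaged fields per well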
MT stabilize HCS Hoechst-high % = second read-out of MT stabilize HCS, no call of its own (marks repeat the call); % Hoechst-high responders; measured here: nuclear condensation Hoechst responders;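 share of cells brighter than vehicle mean plus two SD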
MT stabilize HCS cytotoxicity % = also measured in MT stabilize HCS; calls as there; toxicity, %; measured here: cytotoxicity by cell density;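 0% = mean cell density of plate MIN control wells and 100% = no cells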
Autophagy mod cell loss 18 h = second read-out of Autophagy mod, no call of its own (marks repeat the call); toxicity, %; measured here: cell loss, nuclei count;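 cell loss after 18 h compound exposure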
The depositor's hits bear a star; i = inactive; nt = not tested or not shown.

SMILES	Dynein transport	Dynein transport cytoplasmic EGFP	Dynein transport nuclear GR-EGFP	Dynein transport cell count	P. falciparum M1AAP	ER stress rescue	MT stabilize HCS	MT stabilize HCS Hoechst-high %	MT stabilize HCS cytotoxicity %	Ins promoter up	Ins promoter up cell count	Hep lipid drop	Hep lipid drop cells 6.5 µM	Yfh1-off respiration	M17LAP inhibition	Autophagy mod	Autophagy mod cell loss 18 h
O=C(NC12CC3CC(CC(C3)C1)C2)c1ccc(COc2ccc(Cl)cc2[N+](=O)[O-])o1	-0.31	-0.18	0.31	0.38	4%	-0.2%	1.6	0.8	10	nt	nt	nt	nt	i	-15%	i	1
CCOC(=O)C1CCN(C(=O)c2cc3ccccc3oc2=O)CC1	-0.55	0.098	-0.02	0.38	8%	0.1%	1.1	1.4	8.9	0.1	1647	11	677	i	-1%	i	-29
O=C(OC1C2CCC1C1CN(CCc3ccccc3)CC12)c1ccccc1 (centres undefined)	-0.87	-0.27	-0.59	0.62	4%	1.2%	2.4	3.1	2.1	-1.6	1025	-8	631	i	5%	i	4
COc1ccccc1OCC(=O)Nc1ccc2c(c1)C(=O)N(CC1CCCO1)C2=O (centres undefined)	0.16	-0.23	0.39	-0.24	6%	-1.4%	5.0	3.3	5.6	-0.51	1679	15	762	i	5%	i	15
COc1ccc(N=C2C(=Nc3ccc(OC)cc3)N(c3ccc(OC)cc3)C(=S)N2C)cc1	-0.41	-0.24	-0.24	0.64	0%	3.5%	2.3	3.1	7.3	nt	nt	58*	792*	i	0%	i	-1
O=C(NCc1ccc2c(c1)OCO2)Nc1cccc2ccccc12	-0.86	-0.81	-0.69	1.1	-5%	nt	nt	nt	nt	0.27	939	-13	709	i	9%	nt	nt
CSC[C@@H]1NC(=S)N(c2ccc(C)cc2)C1=O	-1.7	-0.077	-0.87	0.66	4%	-1.6%	4.1	2.9	3.1	-0.83	822	0	697	i	3%	i	10
Cc1ccc(S(=O)(=O)/C(C#N)=C/c2ccccc2OCc2ccccc2)cc1	0.044	-0.25	-0.11	0.74	-1%	-0.8%	3.6	1.9	7.8	-0.15	1433	-1	644	i	-5%	i	9
CC(C)C1Oc2ccccc2N(CC(=O)N(Cc2ccncc2)Cc2ccco2)C1=O (centres undefined)	-0.67	-0.27	-0.33	0.78	1%	3.0%	2.9	2.5	7.6	nt	nt	-27	742	i	8%	i	-7
Cc1nc(Nc2ccccc2)sc1C(=O)Nc1ccccc1	0.9	-0.3	0.4	0.093	9%	nt	nt	nt	nt	-0.1	1443	5	705	i	-4%	nt	nt
CCN(CC)CCN1C(=O)C(O)=C(C(C)=O)C1c1ccccc1[N+](=O)[O-] (centres undefined)	-0.29	-0.7	-0.46	0.12	10%	nt	nt	nt	nt	-0.25	1008	-34	701	i	7%	nt	nt
O=C(NCc1ccc(C(F)(F)F)cc1)C1CC(c2ccccc2C(F)(F)F)=NO1 (centres undefined)	-0.37	-0.83	-0.15	0.74	4%	nt	nt	nt	nt	-0.26	927	nt	nt	i	14%	nt	nt
CCN(CC)CC(=O)Nc1cc(N(C)C)nc2ccccc12	-0.68	-0.2	-0.37	0.6	-3%	nt	nt	nt	nt	-0.01	1503	26	693	i	-3%	nt	nt
Cn1c(=O)n(C)c2cc(NC(=O)c3ccccc3[N+](=O)[O-])c(Br)cc21	-0.52	-0.31	0.06	1.2	0%	0.4%	3.8	2.3	7.0	1.2	1345	17	707	i	2%	i	9
CC1(C)CC2(CC(C)(C)NC(=O)N2)NC(=O)N1	1.3	-0.39	1.1	0.58	3%	-0.8%	1.1	1.3	6.1	0.41	876	12	767	nt	7%	i	-8
Cc1ccc(S(=O)(=O)NC(=O)NCc2ccccn2)cc1	-0.27	-0.2	-0.25	0.75	-4%	-1.4%	1.5	1.6	5.8	0.35	1396	nt	nt	i	10%	i	23
CNNC(=S)NCCC1=CCCCC1	-0.36	-0.21	-0.21	0.22	9%	nt	nt	nt	nt	0.18	1336	8	734	i	1%	nt	nt
CCOC(=O)N1CCC(NC(=O)C(NS(=O)(=O)c2cccc3nsnc23)c2ccccc2)CC1 (centres undefined)	-0.59	-0.25	-0.29	0.86	6%	5.3%	3.5	3.0	5.2	-0.55	1154	1	657	i	-3%	i	-24
O=C(N/N=C/C=C/c1ccco1)c1cnccn1	-0.3	-0.19	-0.17	-0.23	5%	nt	nt	nt	nt	-0.12	1434	-8	707	i	13%	nt	nt
COC(=O)Cc1ccc(NC(=S)N2CCCCC2C)cc1 (centres undefined)	-0.46	-0.21	0.51	0.14	-2%	-2.9%	3.8	3.0	5.1	-0.28	1382	-7	669	i	2%	i	4
CCn1c(O)c(N=Nc2ccc3ccccc3n2)c2ccccc21	0.14	-0.25	0.082	0.19	6%	nt	nt	nt	nt	0.49	1016	31	741	i	3%	nt	nt
C=CCn1c(N)cc(=O)nc1SC(C)C(=O)Nc1cccc2ccccc12 (centres undefined)	1.3	-0.28	0.053	0.48	14%	-0.9%	3.7	1.6	2.3	nt	nt	-17	740	i	2%	i	15
CCCCC(=O)Nc1ccccc1N1CCN(c2ccccc2)CC1	0.87	-0.3	0.72	-0.72	1%	-0.2%	4.2	1.6	7.9	-1.1	1130	-3	684	i	1%	i	3
Cc1onc(-c2ccccc2Cl)c1C(=O)Nc1cccc(-c2nc3ncccn3c2C)c1	0.36	-0.33	0.042	0.47	15%	-0.7%	7.0	4.2	6.8	-1.8	1108	nt	nt	nt	-29%	i	20
COC(=O)c1ccccc1NC(=O)CN1CCC(n2nnc3cc(F)ccc32)CC1	-0.2	0.023	-0.17	-1.4	-3%	-1.1%	4.8	3.2	3.0	-1.1	1839	-17	661	i	0%	i	-9
Cn1c(CCCNC(=O)c2ccccc2)nc2ccccc21	-0.14	-0.23	-0.27	1.1	-3%	-2.2%	4.8	3.5	3.2	0.26	1652	8	712	i	5%	i	1
COc1cc(OC)c(C(=O)NCCCN2CCOCC2)cc1OC	-0.91	-0.29	-0.41	0.72	2%	-0.9%	4.2	2.7	11	nt	nt	2	762	i	4%	i	-7
O=C(O)c1ccc(NC(=O)C2CCCCC2)cc1	1.1	-0.29	0.42	-0.76	7%	-3.3%	2.8	2.0	8.9	0.2	1985	10	646	i	-1%	i	-3
CCOc1ccc(NC(=O)CSc2nnc(Cn3cnc4ccccc43)n2C)cc1	-0.19	-0.25	-0.23	0.37	-4%	-1.4%	3.1	2.1	7.6	0.47	1080	-7	750	i	33%	i	-5
O=C(c1ccccc1)c1cccn1CC(=O)N1CCN(C2CCCCC2)CC1	1.5	-0.22	0.26	-0.058	3%	-0.6%	1.7	2.3	6.3	0.02	1589	nt	nt	i	5%	i	8

An excerpt of these results, comma-delimited.
SMILES,Dynein transport,Dynein transport cytoplasmic EGFP,Dynein transport nuclear GR-EGFP,Dynein transport cell count,P. falciparum M1AAP,ER stress rescue,MT stabilize HCS,MT stabilize HCS Hoechst-high %,MT stabilize HCS cytotoxicity %,Ins promoter up,Ins promoter up cell count,Hep lipid drop,Hep lipid drop cells 6.5 µM,Yfh1-off respiration,M17LAP inhibition,Autophagy mod,Autophagy mod cell loss 18 h
COC(=O)Cc1ccc(NC(=S)N2CCCCC2C)cc1 (centres undefined),-0.46,-0.21,0.51,0.14,-2%,-2.9%,3.8,3.0,5.1,-0.28,1382,-7,669,i,2%,i,4
CCn1c(O)c(N=Nc2ccc3ccccc3n2)c2ccccc21,0.14,-0.25,0.082,0.19,6%,nt,nt,nt,nt,0.49,1016,31,741,i,3%,nt,nt

Next section
SMILES	Dynein transport	Dynein transport cytoplasmic EGFP	Dynein transport nuclear GR-EGFP	Dynein transport cell count	P. falciparum M1AAP	ER stress rescue	MT stabilize HCS	MT stabilize HCS Hoechst-high %	MT stabilize HCS cytotoxicity %	Ins promoter up	Ins promoter up cell count	Hep lipid drop	Hep lipid drop cells 6.5 µM	Yfh1-off respiration	M17LAP inhibition	Autophagy mod	Autophagy mod cell loss 18 h
Cc1cccc(-n2c(-c3cccc([N+](=O)[O-])c3)nc3nc4ccccc4nc32)c1	0.11	-0.27	-0.12	0.26	1%	0.0%	4.4	2.4	7.4	0.06	1487	-37	563	i	1%	i	-3
COc1ccc(C2C(C(=O)Nc3cccc(C)n3)c3ccccc3C(=O)N2C)cc1OC (centres undefined)	0.021	-0.05	0.23	0.61	1%	-0.6%	4.3	1.6	0.6	-0.69	1372	nt	nt	i	1%	i	0
O=C(Nc1ccc(N2CCN(C(=O)c3ccco3)CC2)cc1)c1ccc(F)cc1	-0.61	-0.17	-0.031	0.28	4%	-0.8%	5.9	2.2	7.1	-1.3	1196	nt	nt	i	0%	i	20
Cc1ccc2c(c1)nnn2C1CCN(S(=O)(=O)c2ccc3ccccc3c2)CC1	-1.1	-0.25	-0.67	1.6	1%	-0.6%	2.7	1.7	6.7	nt	nt	-3	734	i	-2%	i	-3
CC(=O)c1cc(F)c(N2CCOCC2)cc1C	-1.1	-0.16	-0.3	0.44	4%	-1.5%	1.6	0.9	0.9	1.4	549	7	833	i	-8%	i	8
COc1ccc(C(=O)N[C@H](C(=O)Nc2nc3ccccc3[nH]2)C(C)C)cc1	1.3	-0.2	1.2	-0.94	0%	-1.4%	6.2	2.7	0.5	1.2	1132	18	706	i	-7%	i	10
CC(=O)NC1C(Oc2ccc(C)cc2)OC2COC(c3ccco3)OC2C1O (centres undefined)	0.049	-0.17	0.29	-1	-5%	-2.0%	2.4	2.2	7.5	-0.07	1489	8	638	i	14%	i	-8
